From PubChem BioAssay
Cardiac RTF inh: cardiac RTF calcium desensitization; inhibition, % at 7.15 µM; IANBD-labeled cardiac RTF, Ca2+ fluorescence; P19429+P45379; hit rate 0.12% among 340,000;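 active = inhibition above the mean inhibition of all tested compounds plus 3 SD, cut at about 17% in these data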;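 note: assay run at fixed EC70 calcium of 1.6 mM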
OPRM1-OPRD1 inv: inverse agonist of human OPRM1-OPRD1 heterodimerization; P35372+P41143; cell-based MOR-DOR heterodimer luminescence, inverse agonism; inhibition, % at 9.3 µM; hit rate 0.21% among 340,000; in the data active = inhibition above about 22%, passing the limit was not always enough;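 note: 0% = cells with DMSO and 100% = wells without cells with DMSO; values of inactives mirror those of a sister screen read the other way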
cardiac RTF act: cardiac RTF calcium sensitization. P19429+P45379. IANBD-labeled TnC RTF fluorescence at EC20 calcium; 0% EC20 calcium, 100% full calcium. activation, % at 7.2 µM. hit rate 0.24% among 340,000;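 active = activation above the mean over all tested compounds plus 3 SD, cut at about 30% in these data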;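 note: rise in fluorescence read as greater calcium sensitivity of cardiac thin filaments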
Keap1 Nrf2 FP: Keap1-Nrf2 (human) interaction inhibition | Q14145 | Keap1 Kelch-Nrf2 peptide fluorescence polarization, 1536-well | inhibition, % at 9.4 µM | hit rate 0.15% among 340,000; in the data active = inhibition above about 12%;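 note: human Keap1 Kelch domain with fluorescein labeled Nrf2 9mer peptide probe; 0% = neutral control wells and 100% = peptide positive control; higher means more block of Keap1 binding to Nrf2 peptide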
C-LANA FP: blocks KSHV LANA C-terminal domain binding to DNA; hit rate 0.078% among 340,000; inhibition, % at 9 µM; MBP-C-LANA/FAM-LBS DNA binding, fluorescence polarization;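 active = highest replicate inhibition at or above 60% at 9 µM, even if other replicates fall short; inactive = all replicates below 60% inhibition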;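 note: 0% = neutral control wells and 100% = 4 µM acridine orange control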
HTR5A ag: HTR5A agonism, opioid heterodimer counter-screen | AID 504692 | P47898 | activation, % at 9.3 µM | HTR5A agonist assay, luminescence, cell-based | hit rate 0.61% among 340,000; in the data active = activation mostly above about 9.5%, no sharp cut-off; inactive = mostly below about 7.6%;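 note: 0% = cells with vehicle only and 100% = reference agonist; strong numbers were not always called active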
Target sequence (P47898 whole entry, looked up): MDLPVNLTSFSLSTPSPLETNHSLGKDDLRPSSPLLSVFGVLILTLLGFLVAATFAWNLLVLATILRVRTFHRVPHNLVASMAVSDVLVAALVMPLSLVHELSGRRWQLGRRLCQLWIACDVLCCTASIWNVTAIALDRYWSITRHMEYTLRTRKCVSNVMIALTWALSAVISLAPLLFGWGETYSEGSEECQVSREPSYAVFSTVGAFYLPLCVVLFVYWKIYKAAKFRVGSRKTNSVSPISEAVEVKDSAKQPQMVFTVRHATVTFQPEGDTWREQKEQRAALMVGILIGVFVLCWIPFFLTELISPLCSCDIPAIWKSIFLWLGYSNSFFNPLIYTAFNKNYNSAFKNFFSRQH
CAL PDZ FP: CAL PDZ (human) peptide binding inhibition; purified CAL PDZ, TMR-peptide fluorescence polarization, 1 h; inhibition, % at 24.9 µM; hit rate 0.92% among 300,000;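 active = mean inhibition of at least 30% with at least half of replicates also reaching 30%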;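 note: 0% = DMSO neutral control and 100% = excess unlabeled competitor peptide PRC23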
HTR5A inv ctr: inverse agonist of human HTR5A in OPRM1-OPRD1 counter-screen. P47898. HTR5A cell line, luminescence, inverse agonism. inhibition, % at 9.3 µM. hit rate 0.083% among 340,000; in the data active = inhibition mostly above about 23%, no sharp cut-off; inactive = mostly below about 18%;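 note: 0% = cells with DMSO and 100% = no-cell wells with DMSO; some compounds called inactive have numbers as strong as hits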
OPRM1-OPRD1 ag: agonists of human mu-delta opioid receptor heterodimerization; cells, OPRM1-OPRD1 heterodimerization, luminescence; hit rate 0.3% among 340,000; P35372+P41143; activation, % at 9.3 µM; AID 504326; in the data active = activation above about 18%;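 note: 0% = vehicle-treated cells and 100% = reference agonist; values of inactives mirror those of a sister screen read the other way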
V-ATPase pHluor: regulators of yeast V-ATPase proton transport. hit rate 0.37% among 350,000. response, % at 10 µM. S. cerevisiae, pHLuorin cytosolic pH fluorescence. AID 504577; in the data active = response mostly above about 7.3%, no sharp cut-off; inactive = mostly below about 5.4%; note: actives read high; inactives centre near 0; some compounds called inactive have numbers as strong as hits; reference of the scale not given here
Numbers without * were called inactive; . = not tested or not shown; & = joins results of further samples.

(1) CCOc1ccc(CCNC(=O)COC(=O)/C=C/c2ccc(OC)c(OC)c2)cc1OCC
(2) CCCCn1c(-c2ccc(OC(F)F)cc2)nc2c1c(=O)[nH]c(=O)n2CC(C)C
(3) S=c1nc[nH]c2nc[nH]c12
(4) Cc1ccc(N(Cc2cc3ccccc3[nH]c2=O)S(=O)(=O)c2ccccc2)cc1
(5) CC[C@]12C(=O)N(C)C[C@H]([C@@H]3C(=O)N(C)C(=O)[C@@H]31)N2C(=O)c1ccc(C)cc1
(6) Cn1cc(S(=O)(=O)CC(=O)N2CCCc3ccccc32)c2ccccc21
assay / compound	1	2	3	4	5	6
Cardiac RTF inh	0	-26	11&-6	-4	5	4
OPRM1-OPRD1 inv	25	-20	0&12	-17	5	15
cardiac RTF act	4	-2	6&4	0	3	-3
Keap1 Nrf2 FP	-1	1	-5&-1	-4	2	-1
C-LANA FP	-0.1	-1.1	-0.7&-0.7	1.3	-0.1	-0.1
HTR5A ag	5	-1	1&-2	5	-1	7
CAL PDZ FP	-4	0	-5&-1	-3	10	.
HTR5A inv ctr	-18	13	-30&8	-19	6	1
OPRM1-OPRD1 ag	-4.4	3.7	0.1&-2.2	3.0	-0.9	-2.7
V-ATPase pHluor	-1	4	-6&0	3	-1	-1

Molecules listed so far that have four or more nitrogen atoms (two):
(2) CCCCn1c(-c2ccc(OC(F)F)cc2)nc2c1c(=O)[nH]c(=O)n2CC(C)C
(3) S=c1nc[nH]c2nc[nH]c12
assay / compound	2	3
Cardiac RTF inh	-26	11&-6
OPRM1-OPRD1 inv	-20	0&12
cardiac RTF act	-2	6&4
Keap1 Nrf2 FP	1	-5&-1
C-LANA FP	-1.1	-0.7&-0.7
HTR5A ag	-1	1&-2
CAL PDZ FP	0	-5&-1
HTR5A inv ctr	13	-30&8
OPRM1-OPRD1 ag	3.7	0.1&-2.2
V-ATPase pHluor	4	-6&0

A section taken from the entries so far:
(1) CCOc1ccc(CCNC(=O)COC(=O)/C=C/c2ccc(OC)c(OC)c2)cc1OCC
(2) CCCCn1c(-c2ccc(OC(F)F)cc2)nc2c1c(=O)[nH]c(=O)n2CC(C)C
assay / compound	1	2
Cardiac RTF inh	0	-26
OPRM1-OPRD1 inv	25	-20
cardiac RTF act	4	-2
Keap1 Nrf2 FP	-1	1
C-LANA FP	-0.1	-1.1
HTR5A ag	5	-1
CAL PDZ FP	-4	0
HTR5A inv ctr	-18	13
OPRM1-OPRD1 ag	-4.4	3.7
V-ATPase pHluor	-1	4

(list continues)
(7) COC(=O)C(O)(CC(=O)Nc1ccc(Cl)cc1Cl)C(F)(F)F (stereo not drawn)
(8) CC1=C(C#N)C(NC(=O)C(C)(C)C)(C(F)(F)F)C(=O)N1 (stereo not drawn)
(9) CN(C(=O)c1cccs1)C1(C)CCS(=O)(=O)C1 (stereo not drawn)
(10) NC(=O)CSc1ccc(-c2ccc(F)cc2)nn1
(11) Cc1ccc2nc3c(c(Nc4ccccc4)c2c1)CCC3
(12) Cc1ccc(OCCNCc2ccccc2)c(C)c1
assay / compound	7	8	9	10	11	12
Cardiac RTF inh	-6	-1	-5	-9	-2	0
OPRM1-OPRD1 inv	-9	14	20	-5	13	-6
cardiac RTF act	0	-4	-2	2	2	-2
Keap1 Nrf2 FP	2	-2	-1	-1	0	1
C-LANA FP	-1.0	0.9	1.4	1.5	-2.9	-0.2
HTR5A ag	0	-1	2	-1	-2	-6
CAL PDZ FP	1	.	3	7	5	-1
HTR5A inv ctr	-4	4	3	2	9	9
OPRM1-OPRD1 ag	1.6	-2.7	-3.9	1.0	-2.7	1.2
V-ATPase pHluor	0	-1	2	-2	-3	-3

Brought forward from above: four compounds, then new ones.
(9) CN(C(=O)c1cccs1)C1(C)CCS(=O)(=O)C1 (stereo not drawn)
(10) NC(=O)CSc1ccc(-c2ccc(F)cc2)nn1
(11) Cc1ccc2nc3c(c(Nc4ccccc4)c2c1)CCC3
(12) Cc1ccc(OCCNCc2ccccc2)c(C)c1
(13) C(=N\Nc1nc(-c2ccccc2)cs1)/c1ccncc1
(14) CCSCCOC(=O)C1=C(C)NC(=O)NC1c1ccc2c(c1)OCO2 (stereo not drawn)
(15) COc1ccccc1-n1c(SCC(=O)N2CCCC2)nc2cccnc21
(16) C/C(=C\C(=O)N1CCc2ccccc21)C(=O)O
(17) CCOc1ccccc1N1CCN(C(=S)NCc2ccc(Cl)cc2)CC1
(18) Cc1ccc(CNS(=O)(=O)c2ccc3c(c2)n(C)c(=O)c(=O)n3C)cc1
(19) O=C(CSc1nnc(COc2ccccc2)o1)Nc1ccc(F)cc1
(20) CCCCn1c(CNC(=O)Cc2ccccc2)nc2ccccc21
(21) Cc1ccccc1SCC(=O)Nc1cc(S(=O)(=O)N2CCOCC2)ccc1N1CCOCC1
assay / compound	9	10	11	12	13	14	15	16	17	18	19	20	21
Cardiac RTF inh	-5	-9	-2	0	-5	-6	-2	-5	-16	-9	-14	-5	6
OPRM1-OPRD1 inv	20	-5	13	-6	-3	5	12	16	-9	2	-10	13	13
cardiac RTF act	-2	2	2	-2	-3	0	6	5	6	0	-2	-3	-2
Keap1 Nrf2 FP	-1	-1	0	1	-5	1	-5	-4	-3	0	-4	-4	-1
C-LANA FP	1.4	1.5	-2.9	-0.2	0.2	-0.3	0.7	-0.2	1.3	-2.0	1.7	0.4	-0.3
HTR5A ag	2	-1	-2	-6	3	6	-2	0	5	0	3	5	-2
CAL PDZ FP	3	7	5	-1	-1	.	0	-1	.	.	.	-2	16
HTR5A inv ctr	3	2	9	9	-7	-18	-25	-7	-30	0	-4	-26	6
OPRM1-OPRD1 ag	-3.9	1.0	-2.7	1.2	0.7	-0.8	-2.2	-2.9	1.8	-0.3	1.2	-2.4	-2.4
V-ATPase pHluor	2	-2	-3	-3	-1	-2	2	-2	1	0	6	0	-2

Random draw from the library; about 2.8% have a hit in one of these screens.
